# Screening results from PubChem.
# BaF3 tox: parental Ba/F3 viability inhibition as JAK2V617F counter-screen; AID 1486; 220,000 compounds, 1.1% hits; CellTiter-Glo ATP luminescence; inhibition, % at 5.6 µM;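 active = inhibition above a per-campaign cutoff, the mean inhibition of all tested compounds plus 3 SD, cut at about 27% in these data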;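 also: 0% = DMSO wells and 100% = JAK Inhibitor I control wells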
# p97 ATPase inh: blocks human p97 ATPase activity; P55072; recombinant p97 ATPase, Kinase-Glo ATP luminescence, 3 h; inhibition, % at 8 µM; 220,000 compounds, 0.42% hits; AID 1481; in the data active = inhibition above about 15%;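 also: 0% = DMSO vehicle and 100% = wells lacking enzyme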
# EP2 antag: blocks the human prostaglandin E2 receptor EP2. P43116. C6 glioma cells expressing human EP2, cAMP TR-FRET; cells stimulated with saturating PGE2. inhibition, % at 25 µM. 260,000 compounds, 0.52% hits. AID 1422;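 active = percent inhibition above 40 after rounding to a whole number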;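 also: rat C6 glioma host cells with rolipram phosphodiesterase inhibitor present; the protocol text gives 20 µM as final concentration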
# Target sequence (P43116 whole entry, looked up): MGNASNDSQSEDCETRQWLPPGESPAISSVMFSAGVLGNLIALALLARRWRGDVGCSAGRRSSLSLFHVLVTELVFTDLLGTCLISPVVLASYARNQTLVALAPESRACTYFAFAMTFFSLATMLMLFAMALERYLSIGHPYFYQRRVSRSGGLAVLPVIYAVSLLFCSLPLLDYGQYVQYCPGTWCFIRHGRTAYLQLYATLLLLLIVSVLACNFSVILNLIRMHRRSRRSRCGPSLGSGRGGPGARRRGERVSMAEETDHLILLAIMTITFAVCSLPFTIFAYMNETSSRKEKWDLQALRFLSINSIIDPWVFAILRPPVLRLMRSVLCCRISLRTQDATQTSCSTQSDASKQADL
# Furin inh: blocks human furin protease activity | P09958 | purified furin, fluorogenic substrate cleavage | inhibition, % at 30 µM | 220,000 compounds, 0.061% hits; in the data active = inhibition above about 25%; also: inactives centre near -15
# NCF1 inh: blocks human p47phox regulatory protein of NADPH oxidases | P14598 | p47phox/p22phox peptide binding, fluorescence polarization, 2 h | inhibition, % at 24.7 µM | 220,000 compounds, 0.53% hits;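 active = inhibition above about 30%, limit read from the data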;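 also: 0% = p47phox with labelled peptide and 100% = labelled peptide alone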
# Target sequence (P14598 whole entry, looked up): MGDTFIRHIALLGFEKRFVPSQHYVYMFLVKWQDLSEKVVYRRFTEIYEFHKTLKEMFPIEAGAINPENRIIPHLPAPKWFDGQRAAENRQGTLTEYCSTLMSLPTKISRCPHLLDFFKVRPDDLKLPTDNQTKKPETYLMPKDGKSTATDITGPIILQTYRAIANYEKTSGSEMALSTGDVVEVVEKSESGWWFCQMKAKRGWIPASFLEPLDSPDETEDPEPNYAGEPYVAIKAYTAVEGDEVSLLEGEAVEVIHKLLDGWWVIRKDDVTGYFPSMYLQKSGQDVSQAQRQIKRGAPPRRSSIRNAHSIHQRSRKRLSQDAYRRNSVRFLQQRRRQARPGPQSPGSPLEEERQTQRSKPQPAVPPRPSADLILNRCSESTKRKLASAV
# PPC-1+TRAIL kill: compounds killing PPC-1 cancer cells with TRAIL present (potentiator screen, no TRAIL-free arm). PPC-1 cells + TRAIL, ATPLite viability luminescence. cell killing (% activity), % at 4 µM. 220,000 compounds, 0.41% hits;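 active = cell killing above 50% in the first pass at 4 µM, then a duplicate retest at 5 µM averaging 50% or more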;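 also: plate controls were cells with TRAIL plus DMSO for no effect and medium-only wells lacking cells for full effect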
# Tb hexokinase: T. brucei hexokinase 1 inhibition | inhibition, % at 10 µM | 220,000 compounds, 0.11% hits | recombinant TbHK1, G6PDH-coupled NADH A340;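 active = inhibition of 50% or more in the single-dose primary screen; inactive = inhibition below 50%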
# Ba/F3 V617F tox: loss of viability in JAK2V617F-driven Ba/F3 cells. AID 1446. Ba/F3 EpoR-JAK2V617F viability, ATP luminescence. 220,000 compounds, 1.1% hits. inhibition, % at 5.6 µM;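 active = inhibition above the campaign mean plus 3 SD over all tested compounds, cut at about 24% in these data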;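 also: cytokine-independent growth of Ba/F3 cells driven by EpoR plus mutant JAK2; 0% = DMSO-treated cells and 100% = JAK inhibitor I control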
# RBBP9 inhibitor: human RBBP9 hydrolase inhibition. O75884. recombinant RBBP9, FP-Rh probe fluorescence polarization. inhibition, % at 7.94 µM. 220,000 compounds, 0.2% hits. AID 1515;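 active = inhibition above the campaign mean of all tested compounds plus 3 SD, cut at about 14% in these data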;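 also: plate controls were DMSO wells with RBBP9 for no effect and wells lacking RBBP9 protein for full effect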
# Target sequence (O75884 whole entry, looked up): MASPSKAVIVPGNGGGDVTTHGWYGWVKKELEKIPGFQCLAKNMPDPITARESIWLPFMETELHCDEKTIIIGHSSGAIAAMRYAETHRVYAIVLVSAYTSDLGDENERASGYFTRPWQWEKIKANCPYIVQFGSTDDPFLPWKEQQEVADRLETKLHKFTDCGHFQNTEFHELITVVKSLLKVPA
#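 Material: RBBP9 protein. Amount: RBBP9 at 2.5 µM in dispensed solution, before mixing. Schedule: 30 min then 45 min, 25 °C. Medium: Tris buffer pH 8.0, NaCl, Pluronic. Measured by: fluorescence polarization. Measure: percent inhibition from mP, scaled between DMSO and no-protein wells. Replication: one well per compound.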
# Starred values were filed as active, the others as inactive; / = not tested or not shown; & = joins results of further samples; [ ] = another dose, or the depositor's remark. Only part of the results is shown. The share of hits here may be higher or lower than overall.
SMILES,BaF3 tox,p97 ATPase inh,EP2 antag,Furin inh,NCF1 inh,PPC-1+TRAIL kill,Tb hexokinase,Ba/F3 V617F tox,RBBP9 inhibitor
CC1CN(Cc2c(O)ccc3c2oc(=O)c2ccccc23)CC(C)O1 (stereo unspecified),-7,3,14,-6,5,1,-16,1,19*
CCCC(CCC(=O)NC1CCCCC1)C(=O)O (stereo unspecified),0,0,3,-14[20 µM],-15,-16,0,-2,-8
COc1ccc2c(c1)N(C)/C(=C1/SC(=NCc3ccccc3)N(c3ccccc3)C1=O)S2,3,2,15,-14[20 µM],-79,25,-4,-1,-8
CCC(C)NC(=O)C1CC(c2cccc(OC)c2)=NO1 (stereo unspecified),3,1,4,-30,-2,0,0,0,5
N#Cc1c(-c2ccco2)cc(C2CC2)nc1N,10,3,6,-10,-17,6,-15,6,-5
O=C(CCSCc1ccc(Cl)cc1)NC1CCCC1,4,-6,6,-17,-10,4,1,1,-10
O=C1CCC(=O)N1CCSC(=S)N1CCSCC1,-1,-5,7,-10,-3,3,-4,1,-5
Nc1c(C(=O)OCC2CCCO2)c2nc3ccccc3nc2n1C1CCCCC1 (stereo unspecified),2,7,14,-8,-11,-27,-11,-4,-8
COc1ccccc1NC(=O)c1ccc2nc(N3C(=O)CCC3=O)sc2c1,4,-4,2,-22,8,2,-6,4,-9
CCn1c(=O)c(C(=O)Nc2nc3ccccc3[nH]2)c(O)c2ccccc21,2,7,7,-15,-5,-12,10,0,-8
CS(=O)(=O)c1nc(-c2ccc(Br)cc2)cc(-c2ccccc2)c1C#N,5,9,9,-9[20 µM],-3,31,13,1,-6
CCc1ccc(CC(=S)N2CCOCC2)cc1,3,1,5,-1,-11,2,0,-3,-6
Cc1cc(Cl)c(S(=O)(=O)NC(C)C)cc1OCC(N)=O,6,2,4,-10,-8,-2,35,-1,-4
CCN(CC)CCN(Cc1cc2cc3c(cc2[nH]c1=O)OCO3)C(=S)NCc1ccco1,4,-1,1,-29,-18,4,-27,2,-5
CCc1ccc(NC(=O)Cn2nc(C(F)(F)F)c3c2CCC3)cc1,1,0,-2,-1[20 µM],-11,9,-1,-3,0
CCCCS(=O)(=O)CC(COc1ccccc1)OC(=O)c1ccccc1 (stereo unspecified),1,-5,15,-5[20 µM],-6,6,1,-1,-8
Cc1oc2c(cc(NS(=O)(=O)c3cccs3)c3ccccc32)c1C(=O)OC(C)C,1,6,/,-9[20 µM],-54,2,-4,-2,-6
CCCCCC(C)n1[nH]c(=O)c2c(C)cc(C)nc21 (stereo unspecified),5,11,9,-25,-4,10,-11,-1,-9
Cc1ccc(C(=O)CN(C(=O)c2ccc(Cl)cc2)N2C(=O)CCC2=O)cc1,5,-1,8,-14,-5,1,7,4,-9
Cn1c(SCC(=O)N/N=C/c2cccnc2)nnc1-c1ccccc1,-1,6,8,-29,-3,4,-6,0,-8
O=C(NCN1C(=O)C2C3C=CC(C3)C2C1=O)OC1CCCCC1 (stereo unspecified),-1,-5,16,-16,-6,16,-3,-2,-3
OCC1(Cc2ccccc2)CCCN(Cc2ccn[nH]2)C1 (stereo unspecified),2,5,9,-33,-2,15,-1,-4,6
CN(C(=O)CC1C(=O)NCCN1CC1CCCCC1)C1CCOCC1 (stereo unspecified),-4,3,9,-18,-1,-5,-11,-4,-10
O=C1CCCC(c2ccccc2)N1 (stereo unspecified),1,6,10,-20,4,8,-1,-3,2
Nc1nonc1-n1nnc(C(=O)N/N=C/c2ccccc2Cl)c1COc1ccc(F)cc1,1,-3,9,-20,-3,4,10,4,-9
Cc1ccc(-n2c(SCC(=O)N3CCOCC3)nnc2-c2ccncc2)cc1,6,-2,4,-9[20 µM],-10,-1,-1,3,-5
Cc1nn(CC(O)CN2c3ccccc3Sc3ccccc32)c(C)c1Br (stereo unspecified),2,-1,14,-12[20 µM],-1,-6,-6,-5,-5
COP(=O)(CN(Cc1ccccc1)C(=S)Nc1c(C)cccc1C)OC,0,-4,2,-5,3,1,9,2,-8
c1ccc(-c2ccc(-c3cnc4n3CCCCC4)cc2)cc1,10,1,4,0[20 µM],-4,0,3,1,-6
CS(=O)(=O)Nc1ccc(C(=O)N2CCc3ccccc3C2)cc1,2,-1,6,-22,-10,-3,-6,-1,-8
O=C(CN1CCN(CC(=O)c2ccc(F)cc2)CC1)Nc1ccccc1Cl,2,-2,26,-10,-8,0,0,2,0
COc1ccc(C/C(N)=N/OC(=O)COc2ccccc2C)cc1,-3,-2,6,-11,0,9,-4,0,3
Cc1ccc(S(=O)(=O)CCc2nc3ccccc3s2)cc1C,2,1,11,-11[20 µM],-5,10,-4,-1,-11
Cc1[nH]c(=O)[nH]c(=O)c1S(=O)(=O)NCCOC12CC3CC(CC(C3)C1)C2,2,1,4,-11,-15,-8,-1,-3,-8
NC1=NC(=O)C(CC(=O)c2ccc(Cl)cc2)S1 (stereo unspecified),10,-2,7,-11,-1,-7,-2,1,-6
Cn1c2ccccc2c2cc(C(=O)N3CCN(CCO)CC3)sc21,1,4,5,-13[20 µM],-20,-8,-27,-4,3
COc1cc(NC(=O)CCC(=O)OCCCC(F)(F)C(F)(F)F)nc(OC)n1,1,6,4,-16,-10,-9,-4,-1,0
CCC(C)(C)NC(=O)c1ccc2c(c1)S(=O)(=O)c1ccccc1C2=O,5,-4,12,-9[20 µM],-5,-5,4,3,3
CC(=O)Cn1c(C(F)(F)F)nc2ccccc21,5,1,8,-14,-1,15,-3,2,-8
COc1ccc(NC(=O)Nc2ccc3c(c2)N(C)C(=O)CS3)cc1OC,6,3,31,-18,-18,24,3,1,1
CCOC(=O)c1ccc2[nH]c3ccccc3c2c1,2,1,22,-16,1,6,-9,1,-4
CN(C(=O)COC(=O)c1cc(-c2ccccc2Cl)nc2ccccc12)C1CCS(=O)(=O)C1 (stereo unspecified),3,-4,9,-9,1,-6,-9,5,-5
O=C1Nc2ccc(Cl)cc2/C1=C/C1CC=CCC1 (stereo unspecified),2,-1,10,-16,1,14,0,-3,-1
CCOC(=O)N1CCN(CC(=O)Nc2ccc(OC)cc2)CC1,9,5,5,-13[20 µM],-1,5,1,-1,5
CCCc1nnc(SCC(=O)N2CCCC2)n1Cc1ccco1,-1,4,3,-22,3,14,-3,-3,5
Cc1nn(CC(=O)N2CCOCC2)c(C)c1[N+](=O)[O-],-1,0,15,-17[20 µM],-4,16,0,0,-2
CC1CCCN(C(=O)CCS(=O)(=O)Cc2ccccc2)C1 (stereo unspecified),7,1,3,-15[20 µM],-8,-13,-12,0,-4
O=C(C(Cc1ccccc1)n1cccc1)N1CCN(Cc2ccccc2)CC1 (stereo unspecified),8,-11,10,-7,-16,14,-9,3,-15
Cc1cc(C(=O)NCC(=O)OCC(=O)Nc2ccc(OC(F)F)cc2)ccc1[N+](=O)[O-],5,3,10,3,2,15,0,-2,-3
Cc1c(C(=O)Nc2ccccc2[N+](=O)[O-])csc1-c1ccccc1,5,5,5,-13,-4,46,-2,-3,-10
c1ccc(N2CCN(c3nc(NCc4ccco4)c4ccccc4n3)CC2)cc1,12,-5,15,2,-34,26,7,8,-4
CN(C)S(=O)(=O)c1ccc(C(=O)NCC(C)(C)N2CCOCC2)cc1,0,-3,6,-1,-3,10,-1,2,-3
CCCN1CCN(CCCNC(=S)Nc2ccc3nc(N4CCN(CC)CC4)cc(C)c3c2)CC1,10,0,4,-21,-4,6,-3,0,-5
Cc1ccc(C(=O)NCC(=O)O)o1,3,5,10&2,-26,-6,5,3,-1,-6
Cc1cccc(C)c1N/C=C/c1onc(C)c1[N+](=O)[O-],7,11,3,-14[20 µM],3,12,-5,0,1
CC1CCN(c2oc(-c3ccccc3Cl)nc2C#N)CC1,3,-2,6,-13,-9,8,-2,-4,-14
CN(CC(=O)Nc1ccc(Cl)c(Cl)c1)C(=O)C12CC3CC(CC(C3)C1)C2,8,-8,10,-2,-17,33,37,2,-7
Cc1ccc(NC(=S)Nc2c(C)n(C)n(-c3ccccc3)c2=O)cc1,6,-2,10,-8,-9,23,26,-1,2
Clc1cccc(-c2cc3nc4c(c(N5CCNCC5)n3n2)CCCC4)c1,7,0,6,-22[20 µM],-8,6,-3,1,-5
Cc1cc(C)nc(N(C#N)Cc2ccc(Br)cc2)n1,1,-9,7,-15[20 µM],-10,-10,-3,0,0

# An excerpt from above in order of SMILES length, smallest number first.
SMILES,BaF3 tox,p97 ATPase inh,EP2 antag,Furin inh,NCF1 inh,PPC-1+TRAIL kill,Tb hexokinase,Ba/F3 V617F tox,RBBP9 inhibitor
O=C1Nc2ccc(Cl)cc2/C1=C/C1CC=CCC1 (stereo unspecified),2,-1,10,-16,1,14,0,-3,-1
CCCc1nnc(SCC(=O)N2CCCC2)n1Cc1ccco1,-1,4,3,-22,3,14,-3,-3,5
CCOC(=O)N1CCN(CC(=O)Nc2ccc(OC)cc2)CC1,9,5,5,-13[20 µM],-1,5,1,-1,5
Clc1cccc(-c2cc3nc4c(c(N5CCNCC5)n3n2)CCCC4)c1,7,0,6,-22[20 µM],-8,6,-3,1,-5

# Going on with the list:
SMILES,BaF3 tox,p97 ATPase inh,EP2 antag,Furin inh,NCF1 inh,PPC-1+TRAIL kill,Tb hexokinase,Ba/F3 V617F tox,RBBP9 inhibitor
O=C(NC(=S)Nc1ccc2oc(-c3ccncc3)nc2c1)c1ccccc1F,2,2,16,-7,-81,24,-27,-1,-4
CCOC(=O)C1CCN(C(=O)c2ccccc2NC(=O)c2ccc(Cl)cc2)CC1,7,-4,5,-3,-2,-3,36,1,-3
CCOc1ccccc1N(CC(=O)Nc1ccc2c(c1)OCO2)S(C)(=O)=O,-1,2,6,-32,-6,8,1,-1,-5
CCN(CC)P(=O)(Nc1ccc([N+](=O)[O-])cc1)c1c(C)nn(CCC#N)c1NC(=O)c1ccc(Cl)cc1Cl (stereo unspecified),3,-7,6,1,3,23,-28,2,-12
O=C1OC(c2ccccc2)=C/C1=C/N1CCCCC1,4,2,21,3,-24,20,-29,0,-4
CCN(CCCNC(=O)COc1cc(=O)n(CC)c2ccccc12)c1ccccc1,8,-1,/,-15,-2,15,-8,-1,3
S=C(NNc1nc(Nc2ccccc2)nc(N2CCCCC2)n1)NC1CCCCC1,3,-1,5,-6,-20,18,4,0,-15
CCc1nc(NCCN2CCOCC2)c(C#N)c2c1CCCC2,5,-10,10,-9[20 µM],-14,-6,-10,3,-5
CN(C)C(CNC(=O)CN1C(=O)NC2(CCc3ccccc32)C1=O)c1ccco1 (stereo unspecified),2,3,4,-19,-10,11,3,-2,-3
COc1cccc(CNC(=O)CCC2CCCN(C(=O)CCc3c(C)noc3C)C2)c1 (stereo unspecified),2,0,2,-8,-6,6,6,4,-12
O=C(O)C1C2C=CC(CC2)C1C(=O)O (stereo unspecified),0,0,8,-12[20 µM],-10,4,48,-5,0
O=C(O)C1CC=CCC1C(=O)NC1CCCCC1 (stereo unspecified),2,5,17,-18,3,/,3,-4,-1
COc1ccccc1CNC(=O)CSc1ccc(Br)cc1,8,-4,10,-16,-9,1,1,7,-2
Cn1c(-c2ccc(F)cc2)cnc1NCc1ccc(F)cc1,9,-10,5,-5[20 µM],-20,16,13,10,-4
CCOC(=O)c1ccccc1N/C=C1\CCCCC1=O,0,0,4,0[20 µM],-10,4,-13,-1,-5
COc1cc2c(cc1NC(=O)COC(=O)[C@@H](NS(=O)(=O)c1ccccc1)C(C)C)oc1ccccc12,6,-2,7,-8,-27,23,-3,1,-27
